H1N1 NS1A inhibition: NS1A inhibition, H1N1 influenza, cell based functional assay (AID 504329); NS1A functional cell-based assay, percent inhibition; higher % means a stronger effect; one-dose inhibition, % at 12.5 µM; IC50 in µM for titrated hits; 0.3% of 340,000 active; in the data active means a potency from the dose series; inconclusive means inhibition above about 27% without an active follow-up result; further: strong numbers were not always called active
inhibitors of VEEV: inhibitors of VEEV TC-83 cytopathic effect, confirmation, Vero cells (AID 588727); 0.13% of 350,000 active; Vero cells, VEEV TC-83 cytopathic effect inhibition; higher % means a stronger effect; inhibition, % at 20 µM; hits with a dose series show IC50 in µM; in the data active means a potency from the dose series; inconclusive means inhibition mostly from about 14% at the one dose, without a potency; inactive means the rest, 99 in 100 with inhibition below about 12%; further: strong numbers were not always called active
H37Rv inhibition: M. tuberculosis growth inhibition, HTS (AID 449762); M. tuberculosis H37Rv growth inhibition, 7H9 media; higher % means a stronger effect; inhibition, % at 25 µM, or IC50 in µM where a hit was titrated; 0.59% of 330,000 active; in the data active means a potency from the dose series; inconclusive means inhibition above about 70% without an active follow-up result;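 further: bacterial growth assessed after seven days of incubation; strong numbers were not always called active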
Salmonella PhoP GFP: Inhibition of PhoP regulon, Salmonella typhi GFP reporter cells, confirmation, 4 h (AID 1850) | 0.33% of 310,000 active | one-dose inhibition, % at 50 µM; IC50 in µM for titrated hits | Salmonella Typhi PhoP-promoter GFP reporter, fluorescence, 4 h; higher % means a stronger effect; in the data active means a potency from the dose series; inconclusive means inhibition mostly from about 25% at the one dose, without a potency; inactive means the rest, 99 in 100 with inhibition below about 19%;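 further: 0% = induced wells with vehicle and 100% = uninduced wells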
M. tuberculosis: growth inhibition of non-replicating M. tuberculosis (AID 488890); Mycobacterium tuberculosis non-replicating, growth inhibition; higher % means a stronger effect; one-dose inhibition, % at 25 µM; IC50 in µM for titrated hits; 0.39% of 320,000 active; in the data active means a potency from the dose series; inconclusive means inhibition mostly from about 82% at the one dose, without a potency; inactive means the rest, 99 in 100 with inhibition below about 76%;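 further: plate controls were DMSO cells for no effect and high antibiotic wells for full effect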
* marks the source's active call; other numbers are inactive results; i = inactive; u = inconclusive; x = no result given; & = joins results of further samples.

1. CN(CCOc1ccccc1)C(=O)c1cc(S(=O)(=O)N2CCCCC2)ccc1Cl
2. Cc1cccn2c(=O)c3cc(C#N)c(=NC(=O)c4cccs4)n(CC(C)C)c3nc12
3. O=C(Nc1nnc(SCc2ccc(Cl)cc2)s1)C1CC(=O)N(Cc2ccccc2)C1 (centres undefined)
4. COc1cn(-c2ccccc2)nc1C(=O)NCc1ccc(C)cc1
5. COc1cccc(NC(=S)N(Cc2ccccn2)Cc2ccccc2Cl)c1
6. NC(=O)COc1ccccc1C1=NO[C@@](CC(=O)O)(C(=O)Nc2ccc3c(c2)OCCO3)C1
7. CC(=O)Nc1cccc(/C(C)=N/NC(=S)NC(C)C)c1
8. O=C(O)CCC(=O)OCC1CCCCC1
9. O=C(CC1N=C2c3ccccc3N=C(SCc3ccccc3Cl)N2C1=O)NCc1ccco1 (centres undefined)
10. NC(=O)CCn1c(=O)oc2ccccc21
compound no. | 1 | 2 | 3 | 4 | 5 | 6 | 7 | 8 | 9 | 10
H1N1 NS1A inhibition | -5% | -3% | 3% | -22% | -3% | -2% | 10% | -18% | 5% | 7%
inhibitors of VEEV | 3.4% | 35% | 0.8% | 1.9% | 2.1% | 2.1% | 5.7% | 0.2% | 6.0% | 1.5%
H37Rv inhibition | -1% | -6% | 6% | -3% | 21% | 1% | -4% | -4% | -1% | -10%
Salmonella PhoP GFP | 0% | -3% | -2% | -9% | 7% | 5% | 2% | -13% | -8%&-2% | -4%
M. tuberculosis | 27% | -24% | 8% | 8% | 39% | -12% | 17% | 2% | 21% | -14%

11. NC(=O)CSc1nnc(Cn2c(=O)sc3ccccc32)n1CCc1ccccc1
12. Cc1nc2sc(C(c3ccccc3)N3CCC(O)CC3)c(O)n2n1 (centres undefined)
13. CN(CC(=O)Nc1ccc(Cl)cc1)C(=O)c1sccc1-c1ccccc1
14. O=C(NNC(=O)c1ccc(NC(=O)C2CC2)cc1)c1ccc(F)cc1
15. Cc1ccc(C(=O)CSc2nnc3n2CCCCC3)s1
16. CCOC(=O)c1ccccc1NC(=O)CSc1ncc(C(=O)OCC)c(N)n1
17. COc1ccc(Br)cc1CNCCc1cccc(Cl)c1
18. O=C(CN1C(=O)COc2ccc(Cl)cc21)NCC1CCCO1 (centres undefined)
19. O=C(NCc1cccs1)c1csc2ccccc12
20. COCCN(C(=O)CCC(=O)Nc1ccccn1)C(C(=O)NC(C)(C)C)c1ccc(OC)cc1 (centres undefined)
compound no. | 11 | 12 | 13 | 14 | 15 | 16 | 17 | 18 | 19 | 20
H1N1 NS1A inhibition | 6% | 7% | -5% | -4% | -3% | 13% | 4% | -2% | -3% | 9%
inhibitors of VEEV | 0.2% | 0.5% | 6.5% | 1.3% | 4.4% | 8.2% | i | 0.6% | 0.3% | 0.3%
H37Rv inhibition | -3% | 4% | -5% | 0% | -8% | -3% | 24% | -3% | 9% | 6%
Salmonella PhoP GFP | 2% | 11% | x | -1% | x | 0% | 0% | -9% | -7% | 0%
M. tuberculosis | -19% | 3% | 30% | -7% | 3% | 52% | 56% | -17% | 48% | -1%

21. COc1ccc(OC)c(NC(=O)c2ccccc2N(C)S(=O)(=O)c2ccc(C)cc2)c1
22. O=c1cc(-c2ccc(Cl)cc2)[nH][nH]1
23. COc1ccc(C)cc1NC(=O)C1COc2ccccc2O1 (centres undefined)
24. Cc1ccc(S(=O)(=O)NCC(=O)N2CCN(c3ccc(F)cc3)CC2)cc1
25. CCCC(C(=O)N(C)CC(=O)Nc1ccc(N2CCOCC2)cc1)c1ccccc1 (centres undefined)
26. CC(C)(C)C(=O)NC(c1ccccc1)c1c(O)ccc2ccccc12 (centres undefined)
27. CCc1nnc(NC(=O)C2CCCCC2)s1
28. C[C@H](NS(=O)(=O)c1ccc2c(c1)OCCCO2)C(=O)N1CCN(Cc2ccccc2)CC1
29. COc1ccc(OC)c(CN2C(=O)c3ccccc3C2C(=O)NCc2cccnc2)c1 (centres undefined)
30. O=C(NC1CC1)c1ccc(-c2ccccc2)cc1
compound no. | 21 | 22 | 23 | 24 | 25 | 26 | 27 | 28 | 29 | 30
H1N1 NS1A inhibition | 4% | -8% | -10% | -2% | -5% | 1% | 4% | -7% | 2% | 1%
inhibitors of VEEV | 1.2% | 1.4% | 0.0% | 1.2% | 2.0% | i | 0.9% | 1.5% | 0.6% | i
H37Rv inhibition | 8% | -2% | 14% | -9% | -2% | -1% | -12% | x | -6% | 1%
Salmonella PhoP GFP | -6% | 29% | -8% | 0% | -1% | 3% | 3%&5% | x | 0% | -2%
M. tuberculosis | 23% | 10% | 50% | 2% | 8% | 7% | -12% | x | x | 40%

31. S=C(NCC1CCCO1)N1CCN(c2nc(-c3ccc(Cl)cc3)cs2)CC1 (centres undefined)
32. CCOC(=O)NC(NCC(O)c1ccccc1)(C(F)(F)F)C(F)(F)F (centres undefined)
33. CCCCn1c(=O)c(CCC(=O)OCC(=O)NC(=O)NCCC(C)C)nc2ccccc21
34. O=C(NC1CCCc2ccccc21)c1cncc(Br)c1 (centres undefined)
35. CN(C)S(=O)(=O)N1CCN(C(=O)c2cccs2)CC1
36. COC(=O)C(Cc1ccc(O)cc1)NC(=O)C12CC3CC(CC(C3)C1)C2 (centres undefined)
37. Cc1nnc(SCC(=O)Nc2sccc2C#N)n1Cc1ccccc1
38. CCCn1c(SCC(=O)NCCc2ccccc2)nnc1-c1ccco1
39. O=C(Nc1cccc(NC(=O)c2ncn[nH]2)c1)c1cccc(Cl)c1
40. Cc1ccc(S(=O)(=O)Nc2nc3ccccc3nc2N2CCOCC2)cc1
compound no. | 31 | 32 | 33 | 34 | 35 | 36 | 37 | 38 | 39 | 40
H1N1 NS1A inhibition | 5% | -7% | -5% | 0% | 8% | -5% | -9% | 4% | 1% | -14%
inhibitors of VEEV | 4.8% | 0.7% | 2.2% | i | i | 1.0% | 0.7% | 0.3% | 2.8% | 0.7%
H37Rv inhibition | 23% | -5% | -2% | 12% | 1% | -1% | -9% | -10% | -6% | -4%
Salmonella PhoP GFP | -2% | 0% | 3% | 12% | -9% | 5% | 0% | 12% | -4% | x
M. tuberculosis | 77% | -7% | 4% | 18% | -15% | 15% | 3% | -12% | 11% | 9%

Molecules listed so far that contain a furan ring, fused or not (2):
9. O=C(CC1N=C2c3ccccc3N=C(SCc3ccccc3Cl)N2C1=O)NCc1ccco1 (centres undefined)
38. CCCn1c(SCC(=O)NCCc2ccccc2)nnc1-c1ccco1
compound no. | 9 | 38
H1N1 NS1A inhibition | 5% | 4%
inhibitors of VEEV | 6.0% | 0.3%
H37Rv inhibition | -1% | -10%
Salmonella PhoP GFP | -8%&-2% | 12%
M. tuberculosis | 21% | -12%

Going on with the list:
41. CCOc1ccc(/C=C2/SC(=O)NC2=S)cc1
42. COC(=O)c1cccc(N(C(=O)c2ccco2)C(C(=O)NC2CCCC2)c2ccco2)c1 (centres undefined)
43. O=C(Nc1ccccc1)Nc1ccc(NC(=O)c2ccccc2O)cc1
44. CCOc1ccc(NC(=O)CN2C(=O)COc3ccc(S(=O)(=O)N4CCCCC4)cc32)cc1
45. COc1cc(C2c3cc4c(cc3OC(NNC(N)=S)C2C)OCO4)cc(OC)c1OC (centres undefined)
46. Cn1c(=O)[nH]c(=O)c2c1nc(NCCCn1ccnc1)n2Cc1cccc(Br)c1
47. COc1ccc(N2CC(C(=O)Nc3nnc(SCC(=O)N4CCOCC4)s3)CC2=O)cc1 (centres undefined)
48. Cc1ccc(C)c(N2CCN(C(=S)Nc3ccc4nc(N5CCN(C)CC5)cc(C)c4c3)CC2)c1
49. O=C(CCC1CCCCC1)Nc1cc(Cl)ccc1N1CCOCC1
50. COc1ccc(-c2cc(CCCC(=O)NCCc3ccccc3)no2)cc1
compound no. | 41 | 42 | 43 | 44 | 45 | 46 | 47 | 48 | 49 | 50
H1N1 NS1A inhibition | -2% | 0% | 11% | 4% | 1% | 3% | -6% | 5% | -7% | 15%
inhibitors of VEEV | 0.3% | 1.9% | 1.1% | i | 13% | 4.5% | 2.2% | i | 2.9% | 4.0%
H37Rv inhibition | -1% | -11% | 11% | 5% | x | -4% | -23% | 39µM* | x | -2%
Salmonella PhoP GFP | 8% | -8% | -6% | -2% | x | -16% | -13% | 17% | x | -16%
M. tuberculosis | u | 53% | -9% | -5% | x | -14% | -13% | u | x | 60%

51. CCOC(=O)c1ccccc1NC(=O)CSc1nnnn1C
52. CCOc1cccc(CN2CCCC(C(=O)Nc3cccc(-n4cccn4)c3)C2)c1 (centres undefined)
53. O=C(NC1CC1)C1=C[C@@H](C2CC2)C[C@@H](OCc2ccc(CO)cc2)O1
54. CC(C)CC(=O)Nc1ccc(-c2nc3ccccc3c(=O)o2)cc1
55. Cc1ccccc1OCC(=O)Nc1cccc(N(C)S(C)(=O)=O)c1
56. COc1ccc(NC(=O)CN2C3CCC2CC(O)(c2cccnc2)C3)cc1OC (centres undefined)
57. CCOC(=O)Cc1csc(NC(=O)CSc2nnnn2-c2ccc(F)cc2)n1
58. CCN1C[C@@H]2[C@@H]3C(=O)N(Cc4ccccc4)C(=O)[C@@H]3[C@](C)(C1=O)N2C(=O)c1ccccc1
59. Cc1c(C)n(C)c2ccc([N+](=O)[O-])cc12
60. Cc1ccc(S(=O)(=O)CCc2nc3ccccc3s2)cc1C
compound no. | 51 | 52 | 53 | 54 | 55 | 56 | 57 | 58 | 59 | 60
H1N1 NS1A inhibition | -2% | -1% | -3% | 11% | -3% | 7% | -4% | -4% | -4% | 1%
inhibitors of VEEV | 0.1% | 0.8% | i | 0.2% | i | i | 0.1% | 0.1% | 5.9% | 1.9%
H37Rv inhibition | -11% | 65% | 0% | u | -6% | 1% | -6% | x | -4% | -8%
Salmonella PhoP GFP | -9% | -8% | -2% | -6% | -1% | -6% | 4% | x | -4% | -23%
M. tuberculosis | 1% | 54% | -4% | u | -5% | 11% | 0% | x | -2% | 11%

61. Cc1cc(C)n2nc(SCC(=O)Nc3ccc(O)cc3)nc2n1
62. Cc1ccccc1Cn1ccc(NC(=O)c2onc(C)c2Cl)n1
63. COc1cccc(NC(=O)CN(C)C(=O)c2ccc3ccccc3c2)c1
64. CCOc1ccc(C(c2c(C)n(C)n(-c3ccccc3)c2=O)c2c(C)n(C)n(-c3ccccc3)c2=O)c(O)c1
65. O=C(O)c1ccc(CNCc2cccc(OCc3ccc(F)cc3)c2)cc1
66. CCn1cc(C(=O)N2CCN(c3ccccn3)CC2)c2cc(OC)c(OC)cc2c1=O
67. O=C(O)CS(=O)(=O)CC(=O)O
68. CCN(C(=O)COc1ccc(F)cc1Br)c1c(N)n(Cc2ccccc2)c(=O)[nH]c1=O
69. CCOc1ccc(N(CC(=O)N2CCN(Cc3ccccc3)CC2)S(C)(=O)=O)cc1
70. Cc1cccc(N2C(=O)NC(=O)/C(=C\c3cnc(-c4ccccc4)nc3)C2=O)c1
compound no. | 61 | 62 | 63 | 64 | 65 | 66 | 67 | 68 | 69 | 70
H1N1 NS1A inhibition | -1% | -1% | -21% | 0% | -1% | 11% | -20% | -5% | -9% | -8%
inhibitors of VEEV | 4.2% | 1.2% | 2.3% | 0.3% | 0.1% | 5.9% | 0.8% | 0.3% | i | 2.2%
H37Rv inhibition | -1% | -1% | 5% | -4% | 11% | -2% | 2% | -7% | 2% | 9%
Salmonella PhoP GFP | 10% | x | 3% | -10% | 0% | 11% | -1% | x | 2% | -6%
M. tuberculosis | -15% | 22% | 46% | -14% | -12% | -3% | -9% | -3% | -8% | 79%

Structures from the list above that have a COOH group (four):
6. NC(=O)COc1ccccc1C1=NO[C@@](CC(=O)O)(C(=O)Nc2ccc3c(c2)OCCO3)C1
8. O=C(O)CCC(=O)OCC1CCCCC1
65. O=C(O)c1ccc(CNCc2cccc(OCc3ccc(F)cc3)c2)cc1
67. O=C(O)CS(=O)(=O)CC(=O)O
compound no. | 6 | 8 | 65 | 67
H1N1 NS1A inhibition | -2% | -18% | -1% | -20%
inhibitors of VEEV | 2.1% | 0.2% | 0.1% | 0.8%
H37Rv inhibition | 1% | -4% | 11% | 2%
Salmonella PhoP GFP | 5% | -13% | 0% | -1%
M. tuberculosis | -12% | 2% | -12% | -9%
